GAA850 FXN act: FXN promoter activators, primary screen, cell-based, luciferase luminescence, HEK293 lucGAA850; activation, % at 6 µM; hit rate 0.56% among 360,000; HEK293 lucGAA850 FXN promoter luciferase reporter, 24 h; percent of 10 µM SAHA response;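 active means activation above the average of all compounds screened plus 3 SD, cutoff fixed separately per campaign, cut at about 7.5% in these data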;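 further: 0% = DMSO wells and 100% = 10 µM SAHA wells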
DAX1 inh-1: DAX1 (NR0B1) inhibitors on StAR promoter, primary screen, cell-based, luminescence, SF-1 (NR5A1), full-length DAX-1; AID 652010, 2013; inhibition, % at 6.8 µM; HEK293T StAR-luciferase reporter, SF-1/DAX-1 repression relief; hit rate 1.1% among 370,000;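 active means inhibition above the mean over all tested compounds plus 3 SD, cut at about 3.6% in these data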;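 further: 0% = DAX-1 cells with DMSO and 100% = cells lacking DAX-1 with DMSO; higher inhibition means more luminescence from relief of DAX-1 repression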
hcDAF12 agonist: H. contortus DAF-12 nuclear receptor activators, primary screen, cell-based, luminescence, HEK293, lit1-tk-luc reporter | HEK293 hcDAF-12 lit1-tk-luc reporter; 0% DMSO, 100% Δ7-dafachronic acid | activation, % at 6.8 µM | AID 652067, 2013 | hit rate 1.4% among 370,000;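 active means activation above the mean of all tested compounds plus 3 SD, cut at about 5.5% in these data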;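 further: 100% = response to 3 µM Δ7-dafachronic acid high control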
ADAM10 inh: human ADAM10 inhibitors, primary screen, biochemical, QFRET, HTS. recombinant ADAM10, EDANS/DABCYL FRET peptide cleavage, 3 h. inhibition, % at 7 µM. AID 720582, 2013. Disintegrin and metalloproteinase domain-containing protein 10 (Homo sapiens), O14672. hit rate 0.62% among 370,000;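 active means inhibition above a per-campaign cutoff equal to the mean of compounds falling between control-based bounds plus 3 SD, cut at about 20% in these data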;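 further: 0% = DMSO wells while the 100% control is not disclosed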
ADAM17 inh: ADAM17 inhibitors, primary screen, biochemical, QFRET; hit rate 0.83% among 370,000; recombinant ADAM17, EDANS/DABCYL FRET peptide cleavage; inhibition, % at 6.95 µM;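 active means inhibition above the mean of compounds lying between control limits plus 3 SD, set per campaign, cut at about 8.5% in these data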;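 further: 0% = DMSO-only wells as the low control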
Target sequence (P78536 215-824 limits assumed): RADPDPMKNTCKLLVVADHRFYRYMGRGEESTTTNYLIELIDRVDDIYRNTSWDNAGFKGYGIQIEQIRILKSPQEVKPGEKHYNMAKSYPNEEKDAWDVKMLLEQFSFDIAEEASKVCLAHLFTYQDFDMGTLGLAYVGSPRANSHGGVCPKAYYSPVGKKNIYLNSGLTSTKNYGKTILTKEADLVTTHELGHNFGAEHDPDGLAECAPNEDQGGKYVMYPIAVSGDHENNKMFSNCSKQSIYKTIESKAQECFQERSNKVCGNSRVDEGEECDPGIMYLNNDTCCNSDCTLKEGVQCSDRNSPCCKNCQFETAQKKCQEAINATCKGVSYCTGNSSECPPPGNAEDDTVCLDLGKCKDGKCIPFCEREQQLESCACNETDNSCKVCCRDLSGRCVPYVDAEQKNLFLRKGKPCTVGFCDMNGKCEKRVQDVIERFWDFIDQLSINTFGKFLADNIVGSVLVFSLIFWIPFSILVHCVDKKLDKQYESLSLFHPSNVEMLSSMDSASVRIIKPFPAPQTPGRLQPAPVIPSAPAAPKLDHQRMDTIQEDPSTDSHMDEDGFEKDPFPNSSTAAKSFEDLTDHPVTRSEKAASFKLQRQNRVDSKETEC
DAX1 inh-2: DAX1 (NR0B1) inhibitors, primary screen, cell-based, HEK293, Gal4-DAX1, luciferase luminescence | AID 504766, 2011 | hit rate 0.99% among 340,000 | Nuclear receptor subfamily 0 group B member 1 (Homo sapiens), P51843 | inhibition, % at 6.75 µM | HEK293 Gal4-DAX1 luciferase reporter;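 active means inhibition above the mean over all tested compounds plus 3 SD, cut at about 4.2% in these data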;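 further: 0% = DAX1-transfected cells with DMSO and 100% = empty-vector control cells with DMSO; inhibition shows as a rise in luminescence from relieved DAX1 repression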
Target sequence (P51843 207-470 limits assumed): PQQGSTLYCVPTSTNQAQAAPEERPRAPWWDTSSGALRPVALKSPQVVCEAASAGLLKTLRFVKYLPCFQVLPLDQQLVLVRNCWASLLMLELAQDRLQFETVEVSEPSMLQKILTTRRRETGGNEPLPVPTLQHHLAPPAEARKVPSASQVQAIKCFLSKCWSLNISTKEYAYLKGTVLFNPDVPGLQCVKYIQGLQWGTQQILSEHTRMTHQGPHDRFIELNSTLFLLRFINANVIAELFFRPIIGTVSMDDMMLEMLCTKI
SMARCA2 activ: SMARCA2 (BRM) function activators, primary screen, cell-based, luminescence, high throughput. hit rate 1% among 370,000. MG213 cells, MMTV-luciferase reporter, dexamethasone, overnight. AID 652017, 2013. activation, % at 9.1 µM; in the data active means activation above about 7.8%;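 further: 0% = vehicle wells and 100% = reference activator wells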
GC-A act: GC-A stimulated cGMP production enhancers – HEK293 GC-A cells, cGMP TR-FRET, EC30 ANP, primary screen; Atrial natriuretic peptide receptor 1 (Homo sapiens), P16066; 0% at EC30 ANP, 100% saturating ANP; activation, % at 10 µM; hit rate 0.14% among 370,000; AID 1671463, 2021; in the data active means activation above about 40%
ssDAF12 agonist: S. stercoralis DAF-12 nuclear receptor activators, primary screen, cell-based, luminescence, HEK293, GRIP1 co-expression, lit1-tk-luc; hit rate 1% among 370,000; HEK293 ssDAF-12/GRIP1 lit1-tk-luc reporter; % of 3 µM dafachronic acid response; Nuclear hormone receptor DAF-12 (Strongyloides stercoralis); AID 652126, 2013; activation, % at 6.8 µM;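 active means activation above the mean over all tested compounds plus 3 SD, cut at about 0.9% in these data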;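 further: 0% = DMSO-only wells and 100% = 3 µM delta7-dafachronic acid wells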
hgDAF12 agonist: H. glycines DAF-12 receptor agonists, primary screen, cell-based, luminescence, HEK293, GAL4 fusion, UAS-luciferase; activation, % at 6.8 µM; hit rate 1.8% among 370,000; HEK293 GAL4-hgDAF12 UAS-luciferase reporter, agonist luminescence; normalized to butyrate control; Nuclear hormone receptor DAF-12 (Heterodera glycines), GAL4 fusion;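 active means activation above a cutoff set at the mean of all screened compounds plus 3 SD, cut at about 10% in these data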;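 further: 0% = DMSO wells and 100% = sodium butyrate wells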
PG9 Ab binder: binders of HIV-1 gp120 antibody PG9, primary screen, biochemical, TR-FRET; TR-FRET gp120-PG9 antibody binding; inhibition, % at 6.7 µM; hit rate 0.43% among 360,000; in the data active means inhibition above about 8.5%
The depositor's hits bear a star; nt = not tested or not shown.

SMILES | GAA850 FXN act | DAX1 inh-1 | hcDAF12 agonist | ADAM10 inh | ADAM17 inh | DAX1 inh-2 | SMARCA2 activ | GC-A act | ssDAF12 agonist | hgDAF12 agonist | PG9 Ab binder
CCOC(=O)c1cccc(N2C(=O)c3ccccc3S2(=O)=O)c1 | -1.0 | -0.4 | 1.8 | 0 | -4 | 1.0 | -2 | 3 | -1.5 | -0.7 | 2.1
CCN(CC)S(=O)(=O)c1cc(C(=O)OCC(=O)c2ccc3c(c2)NC(=O)CO3)ccc1F | -0.9 | 0.3 | -0.2 | -2 | 0 | 0.3 | -2 | -2 | -0.9 | -1.5 | -1.9
COc1ccc(C(=O)NCCS(=O)(=O)NCc2ccc3c(c2)OCO3)cc1 | 0.4 | 1.8 | -0.1 | -1 | -2 | -1.2 | -1 | 0 | -0.8 | 0.9 | -2.1
O=C(NNC(=O)c1ccc(SCC2CCCO2)c([N+](=O)[O-])c1)c1ccc(Cl)c([N+](=O)[O-])c1 (configuration not stated) | -1.5 | -0.8 | -2.6 | -2 | 4 | 0.1 | -2 | 1 | -1.4 | -0.3 | 3.5
CCCCCN(C(=O)CCC(=O)OC(C)C(=O)Nc1ccccc1C)c1c(N)n(CCCC)c(=O)[nH]c1=O (configuration not stated) | -1.3 | 0.4 | -1.0 | 10 | 1 | -0.1 | 1 | 4 | -1.1 | 1.3 | -0.8
O=C(COC(=O)c1ccc(Cl)c([N+](=O)[O-])c1)Nc1ccccc1OC(F)F | -1.0 | 0.1 | 2.1 | 3 | -1 | 4.7* | 1 | 10 | -1.0 | 0.8 | 2.1
N#Cc1ccccc1OCCN1C(=O)c2ccccc2C1=O | 2.9 | 1.2 | 4.5 | -1 | -3 | 2.0 | 2 | 0 | -0.5 | 3.3 | -0.9
CCc1ccc(CNC(=O)C2CCCN(c3nc4ccccc4o3)C2)cc1 (configuration not stated) | 2.8 | 0.0 | -0.7 | -6 | -5 | 1.4 | -4 | 0 | -1.9 | -1.8 | 0.1
CCn1c(Oc2ccccc2F)nc2c1c(=O)n(C)c(=O)n2C | -5.5 | -0.1 | -3.0 | 1 | 1 | 0.5 | -3 | 2 | -0.7 | 5.0 | -2.1
CC(=O)c1ccc(N2CCN(c3ccc(S(=O)(=O)NCCN(C)C)cc3[N+](=O)[O-])CC2)cc1 | -0.7 | 0.1 | -2.5 | 7 | 1 | -0.6 | 0 | -4 | -1.7 | -2.7 | 0.4
O=C(Nc1ccc2nc3ccccc3nc2c1)c1ccccc1 | 5.6 | 3.0 | 4.5 | -71 | -22 | 0.6 | 4 | 7 | 0.8 | 16* | -6.2
Cc1ccc(/C=N/NC(=O)c2nnn(-c3nonc3N)c2-c2ccccc2)o1 | 0.4 | -0.7 | -2.4 | 1 | 2 | 0.0 | 5 | -4 | -1.4 | 0.5 | 0.6
CN(CCOC(=O)c1occ2ccccc12)C1CN(Cc2cn(Cc3ccccc3Cl)nn2)S(=O)(=O)C1 (configuration not stated) | nt | -0.1 | -2.1 | -8 | -6 | nt | 3 | -2 | -1.2 | 2.3 | nt
CN(C)S(=O)(=O)c1ccc(C(=O)NCc2ccccn2)cc1 | 3.0 | 0.0 | -0.9 | -9 | 0 | 0.5 | 2 | 2 | -0.5 | -1.8 | -2.3
O=C(O)Cc1coc2cc3c(cc12)CCC3 | 0.5 | 1.5 | -0.8 | -3 | -5 | 0.6 | -4 | 2 | -1.5 | 0.5 | 1.7
CC(C)(C)OC(=O)N1CCC[C@H]1C(=O)O | 1.0 | -0.3 | -0.8 | 13 | 0 | 0.6 | 0 | 0 | -1.2 | -1.3 | -1.6
COc1cccc(OC)c1C(=O)N1CCN(Cc2ccccc2F)CC1 | 0.9 | -1.5 | -0.4 | -6 | -4 | 2.6 | 1 | -4 | -0.8 | -2.4 | 0.7
CCOC(=O)c1ccccc1NS(=O)(=O)c1ccccc1F | 2.2 | -0.7 | -1.3 | 9 | 1 | -0.7 | 3 | 0 | -1.6 | 0.0 | -2.2
CC(=O)C1=C(O)C(=O)N(c2ccc(O)cc2)C1c1ccc([N+](=O)[O-])cc1 (configuration not stated) | 2.6 | 0.1 | 0.2 | -1 | -2 | 2.5 | -2 | 1 | -1.5 | 1.3 | 0.2
CCn1c(SCC(=O)Nc2nc(C)c(C)s2)nnc1-c1ccco1 | 1.6 | -0.1 | -0.7 | -2 | -4 | 0.0 | -2 | 0 | -1.6 | -3.3 | 0.1
Cc1ccc(OCCOC(=O)c2cc(S(=O)(=O)N3CCCCC3)ccc2N2CCOCC2)cc1 | -0.8 | -3.2 | -0.5 | -11 | 3 | -2.6 | -5 | 0 | -1.6 | 1.5 | -0.5
O=Nc1c(O)n(Cc2ccc(Cl)cc2Cl)c2ccccc12 | 0.9 | -0.4 | -2.0 | -2 | 5 | 0.2 | -2 | -16 | -1.7 | -3.5 | 1.7
O=C(CCl)Nc1ncc(S(=O)(=O)c2ccc([N+](=O)[O-])cc2)s1 | -0.8 | -4.2 | -1.9 | 5 | 0 | -1.5 | -2 | -3 | -1.1 | -3.5 | -0.3
C=CCSc1nc(NC)c2sccc2n1 | 3.8 | 0.3 | -0.6 | 1 | 0 | 1.4 | 2 | 0 | -1.2 | -2.9 | -2.3
Cc1cccc(C)c1-n1nnnc1C(c1ccccc1)N1CCN(C/C=C/c2ccccc2)CC1 (configuration not stated) | nt | 1.6 | -0.7 | 14 | 9.4* | nt | -3 | 2 | -1.0 | 1.9 | 1.4
COc1ccccc1OCC(=O)OCC(=O)NC1CCCCC1 | -0.8 | 0.1 | -1.1 | 0 | 3 | -1.1 | -1 | 0 | -0.8 | -1.2 | 3.5
COc1cc(C(=O)Oc2cc(N)n(S(=O)(=O)c3ccccc3)n2)cc(OC)c1OC | 2.1 | -0.1 | 3.0 | 5 | -1 | -0.2 | -3 | -8 | 0.2 | -0.9 | 1.6
COc1ccc(N(C(=O)c2ccncc2)S(=O)(=O)c2cccs2)cc1 | 1.2 | 0.5 | -1.0 | -5 | -4 | 2.8 | -4 | -2 | -1.8 | 0.0 | 1.9
Cc1ccc(S(=O)(=O)N(CC(=O)N2CCCCCC2)c2ccccc2)cc1 | -1.5 | -0.8 | -0.8 | -3 | -2 | 0.3 | -1 | -6 | -1.4 | 2.6 | 1.1
CCCCN1CC(=O)N2[C@H]3c4cc(OC)ccc4OC[C@@H]3[C@H](C(=O)OCC)[C@]2(C)C1=O | -2.3 | 0.2 | 0.8 | -12 | -4 | -0.4 | 2 | 1 | -1.3 | 2.4 | -1.1

The final 2 compounds of the section before come first, to join the parts.
SMILES | GAA850 FXN act | DAX1 inh-1 | hcDAF12 agonist | ADAM10 inh | ADAM17 inh | DAX1 inh-2 | SMARCA2 activ | GC-A act | ssDAF12 agonist | hgDAF12 agonist | PG9 Ab binder
Cc1ccc(S(=O)(=O)N(CC(=O)N2CCCCCC2)c2ccccc2)cc1 | -1.5 | -0.8 | -0.8 | -3 | -2 | 0.3 | -1 | -6 | -1.4 | 2.6 | 1.1
CCCCN1CC(=O)N2[C@H]3c4cc(OC)ccc4OC[C@@H]3[C@H](C(=O)OCC)[C@]2(C)C1=O | -2.3 | 0.2 | 0.8 | -12 | -4 | -0.4 | 2 | 1 | -1.3 | 2.4 | -1.1
O=C(CN1C(=O)NC2(CCCC2)C1=O)NNC(=O)c1ccccc1F | -0.2 | 2.1 | 1.4 | 1 | -2 | 0.0 | 5 | -1 | -1.3 | 0.5 | -1.7
O=C(CC[C@H]1O[C@@H](n2ccc(=O)[nH]c2=O)[C@H](O)[C@@H]1O)N1CCN(c2ccccn2)CC1 | nt | -1.5 | -0.7 | -4 | -7 | nt | -6 | 3 | -1.4 | 0.2 | -1.0
O=C(Nc1ccccc1N1CCOCC1)[C@@H]1O[C@H](CO)[C@H](O)[C@H](O)[C@H]1O | -0.9 | 1.4 | -0.2 | -12 | -3 | nt | -4 | 2 | -0.8 | 4.7 | 0.0
CC(C)(C)NC(=O)C(C1CC1)n1c(=O)c(-c2ccco2)nc2ccccc21 (configuration not stated) | nt | -0.1 | 0.6 | -500 | -132 | nt | -3 | -5 | 0.6 | -0.7 | 0.6
CC(C)(Oc1ccc(Cl)cc1)C(=O)NCCN1C(=O)S/C(=C/c2cccnc2)C1=O | 3.2 | 0.0 | -2.4 | -9 | 1 | 0.7 | -2 | -6 | -1.1 | -2.1 | -0.4
CC(OC(=O)/C(C#N)=C/c1ccc(N(C)C)cc1)C(=O)N(C)Cc1ccccc1 (configuration not stated) | 3.5 | 0.0 | -1.8 | 1 | 3 | -0.8 | -1 | -1 | 0.2 | -0.5 | -8.6
Cc1ccc([C@@H]2CC=C(C(=O)O)[C@H](c3ccc(Cl)cc3)N2S(=O)(=O)c2ccccc2C)cc1 | -0.7 | 0.1 | -1.7 | 11 | 0 | -0.2 | -1 | 0 | -1.3 | 0.2 | -0.8
Cc1ccc(CNS(=O)(=O)c2ccccc2[N+](=O)[O-])cc1 | 1.0 | 0.4 | 0.2 | -4 | -1 | -1.1 | -4 | -1 | -1.9 | 1.9 | -1.8
Cc1nnc(SCC(=O)NNC(=O)c2ccco2)s1 | -0.2 | -1.7 | -0.7 | -1 | -7 | 1.1 | -2 | -3 | -1.2 | 9.6 | 0.1
C=CCn1c(NC(C)c2cc(Cl)ccc2O)nc2ccccc21 (configuration not stated) | 1.8 | 0.0 | -2.5 | -3 | 6 | -0.4 | -3 | -14 | -1.5 | -1.4 | -0.5
CC1CC(C)CN(C(=O)c2cccc(S(=O)(=O)Nc3cc(C(F)(F)F)ccc3Cl)c2)C1 (configuration not stated) | -2.0 | -0.3 | -0.5 | 2 | 2 | 1.1 | -4 | -1 | -0.9 | -1.1 | -0.8
O=C(COC(=O)c1cc(F)c(F)cc1Cl)NC1CCCCCC1 | -0.9 | 0.3 | -0.2 | -4 | -1 | 0.0 | 0 | 3 | -1.9 | 2.5 | -1.1
Cc1ccc2c(c1)c1n[nH]c(=S)nc1n2CCc1ccccc1 | -0.2 | -0.8 | -3.1 | -1 | -4 | -1.1 | -2 | -3 | -1.5 | -3.6 | 0.6
N#C/C(=C\Nc1ccccc1SC(F)(F)F)c1nc(-c2ccc(Cl)cc2)cs1 | -1.5 | 0.1 | -2.2 | 0 | -6 | -0.2 | -2 | 3 | -1.3 | -0.2 | 2.4
Cc1cc2ccccc2c(=O)n1CC(=O)N1CCN(c2cccc(Cl)c2)CC1 | -0.2 | -0.9 | 0.0 | 0 | -2 | 0.0 | 4 | 0 | -1.1 | 0.5 | -1.6

From PubChem BioAssay
